Screening results (PubChem BioAssay)
CASP6 VEID inh = caspase-6 (human) enzyme inhibition. P55212. purified caspase-6, Z-VEID-R110 cleavage fluorescence. inhibition, % at 12.5 µM. 350,000 compounds, 0.53% hits. AID 686996;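 active means mean inhibition across replicates at least about 35%, with every replicate also reaching that limit, limit read from the data; inconclusive means only one of the two criteria met; inactive means neither criterion met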;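 further: 0% = median of neutral control wells and 100% = no fluorescence left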
Target sequence (P55212 24-179 limits assumed): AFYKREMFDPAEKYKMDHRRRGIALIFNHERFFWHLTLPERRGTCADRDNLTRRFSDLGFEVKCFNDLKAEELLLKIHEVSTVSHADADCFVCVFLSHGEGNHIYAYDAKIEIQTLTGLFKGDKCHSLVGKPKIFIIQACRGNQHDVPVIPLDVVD
Target sequence (P55212 194-293 limits assumed): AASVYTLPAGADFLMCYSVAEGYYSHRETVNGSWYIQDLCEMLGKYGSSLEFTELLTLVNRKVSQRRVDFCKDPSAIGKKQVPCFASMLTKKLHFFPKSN
LGR2 inh = inhibitors of bursicon-induced Drosophila LGR2 receptor cAMP signaling; inhibition, % at 9.99 µM; HEK293 LGR2, CRE-luciferase, bursicon-stimulated, 4 h; 380,000 compounds, 0.35% hits;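 active means drop in luminescence signal, shown as inhibition above about 50% in the replicate tests, limit read from the data, passing the limit was not always enough; inconclusive means probably only some replicates passing the limit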;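 further: agonist challenge used bursicon conditioned medium at about half maximal strength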
C2C12 statin = suppressors of simvastatin-induced myotoxicity in C2C12 myotubes. 330,000 compounds, 0.78% hits. rescue of ATP level, % at 7.49 µM. AID 602340. ATP luminescence, 48 h; scaled: DMSO 0, geranylgeraniol control 100;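 active means mean ATP rescue above about 67%, or every replicate alone reaching that limit, limit read from the data, passing the limit was not always enough; inconclusive means no clear call, values can overlap the other calls; inactive means mean under the limit and some replicate under it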;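 further: myotubes were challenged with 10 µM simvastatin during compound exposure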
SIRT5 block = inhibitors of human sirtuin-5 desuccinylase. Purified SirT5, succinyl-peptide AMC, trypsin-coupled fluorescence. inhibition, % at 15 µM. 330,000 compounds, 1.1% hits; in the data active means inhibition above about 15%; inconclusive means no clear call, values can overlap the other calls
Target sequence (Q9NXA8 whole entry, looked up): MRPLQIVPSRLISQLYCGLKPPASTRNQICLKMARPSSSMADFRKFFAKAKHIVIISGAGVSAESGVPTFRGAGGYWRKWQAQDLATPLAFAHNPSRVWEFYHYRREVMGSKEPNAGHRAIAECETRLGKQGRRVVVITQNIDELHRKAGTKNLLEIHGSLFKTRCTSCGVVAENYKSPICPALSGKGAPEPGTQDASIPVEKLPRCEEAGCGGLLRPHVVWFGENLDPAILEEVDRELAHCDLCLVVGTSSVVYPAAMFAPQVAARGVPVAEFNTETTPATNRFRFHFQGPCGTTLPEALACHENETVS
S100A4 MyoIIA = blocks human S100A4 binding to myosin IIA peptide | inhibition, % at 10.7 µM | S100A4/TAMRA-MyoIIA peptide fluorescence polarization | P26447 | 360,000 compounds, 0.14% hits | AID 652163;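 active means mean inhibition of at least 70% across replicates, with every replicate also reaching that level; inconclusive means mean inhibition reaches 70% but some replicates fall short; inactive means mean inhibition below 70%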
Target sequence (P26447 whole entry, looked up): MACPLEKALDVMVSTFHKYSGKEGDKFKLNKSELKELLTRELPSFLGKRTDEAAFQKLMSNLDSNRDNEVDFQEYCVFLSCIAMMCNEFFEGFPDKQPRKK
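Test system: S100A4 monomer protein. Medium: HEPES buffer with Ca2+, pH 7.2. Reagent: fluorescent myosin IIA peptide, 5 nM. Compound dosing: single-point compound testing. Timing: 5 min between mix addition and reading. Benchmarks: DMSO neutral and TFP positive wells.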
FN deposition inh = fibronectin deposition inhibition; AH1F fibroblasts, Alexa488-fibronectin deposition fluorescence, overnight; inhibition, % at 12.6 µM; 350,000 compounds, 0.086% hits; AID 743247;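 active means mean inhibition across replicates of 30% or more, regardless of how many single replicates reach that level; inconclusive means mean under 30% yet at least half of replicates reach 30%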;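 further: positive control wells lacked labelled fibronectin entirely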
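Material: AH1F fibroblast monolayer depositing Alexa488-labelled fibronectin into matrix | Input: 10000 AH1F cells/well | Medium: DMEM plus 2% serum, read in PBS | Reagent: Alexa488-fibronectin, 24 nM final in well | Compound dosing: One dose per compound, pinned | Schedule: 1 h adhesion, overnight exposure | Measured by: Fluorescence at 485 nm excitation, 525 nm emission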
esBAF inh = blocks esBAF chromatin remodeling in mouse ES cells; Bmi1-luciferase knock-in reporter, 24 h; 100% = twice the neutral-well signal; AID 602393; 350,000 compounds, 2% hits; reporter increase, % at 12.5 µM; in the data active means activation above about 40%; inconclusive means no clear call, values can overlap the other calls;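 further: 0% = median of the plate's neutral control wells and 100% = double that signal; a rise in the Bmi1 reporter signal indicates esBAF inhibition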
The depositor's hits bear a star; u = inconclusive; x = not tested or not shown. An excerpt; rates above refer to the full screens.

#	mol	CASP6 VEID inh	LGR2 inh	C2C12 statin	SIRT5 block	S100A4 MyoIIA	FN deposition inh	esBAF inh
1	COc1ccc(S(=O)(=O)Nc2cccc3c2O[C@@H](CN(C)C(=O)Nc2cccc4ccccc24)[C@H](C)CN([C@H](C)CO)C3=O)cc1	x	7.3	x	x	x	13.0	0.1
2	CN(C)C(=O)c1cccc(-c2ccccc2[C@@H]2[C@@H](C#N)N(C(=O)C3CC3)[C@H]2CO)c1	1.3	10.4	x	10.3	-1.2	-4.4	x
3	CCc1nc2ccc(C(=O)N3CCN(C(C)=O)CC3)cn2c1N(CC)C(C)=O	-1.6	15.0	-3.0	-1.4	-4.6	-10.0	0.8
4	O=C(CSc1ccc2c(c1)OCCO2)Nc1ccc(Br)cn1	4.8	15.4	-11.9	-0.2	15.4	x	0.9
5	O=C(C[C@@H]1CC[C@H]2[C@@H](COC[C@H](O)CN2Cc2ccccc2)O1)N[C@H]1CCN(Cc2ccccc2)C1	-0.5	-4.0	4.3	0.1	-10.0	-13.2	-0.8
6	CCn1c(SC)nnc1-c1nn(-c2ccccc2)ccc1=O	-1.9	1.0	x	-1.5	-2.2	-0.8	x
7	O=C(Nc1cccc(-c2nnc(-c3ccccc3)o2)c1)C1CCCCC1	x	x	-29.5	x	x	5.2	38.8
8	c1ccc(CC2CCN(Cc3nc(-c4ccccc4)no3)CC2)cc1	x	x	35.4	x	x	-17.8	0.1
9	O=C(NCC1CC1)[C@@H]1[C@@H](CO)[C@@H]2Cn3c(ccc(-c4cccc(F)c4)c3=O)[C@@H]2N1CC1CCOCC1	-0.5	4.3	-3.7	0.2	1.9	x	-1.7
10	CCOC(=O)N1CCN(Cc2nc3c(c(=O)[nH]c(=O)n3C)n2Cc2cc(C)ccc2C)CC1	1.2	2.3	-0.1	-1.5	9.6	x	-0.3
11	O=C(Nc1ccc(F)cc1)N1CCCCN2[C@H](CO)[C@H](c3ccc(-c4ccccc4F)cc3)[C@@H]2C1	0.1	x	x	1.4	12.6	x	x
12	Cc1ccc(NC(=O)C2CCN(C(=O)c3ccccc3C)CC2)nc1	0.8	-2.6	2.4	-2.5	-3.7	11.4	5.8
13	O=C(O)c1cccc(Sc2cc(Cl)ccc2C(=O)O)c1	-0.5	14.3	6.3	x	-1.1	-24.1	0.2
14	COc1ccccc1OCCOCCOc1ccccc1Cl	1.5	x	x	-3.4	12.0	-2.6	x
15	c1ccc2c(c1)OCc1cn[nH]c1-2	-2.5	-16.3	7.1	-5.1	-0.7	0.0	0.5
16	C[C@H]1CN([C@@H](C)CO)S(=O)(=O)c2ccc(C#CC3CC3)cc2O[C@@H]1CN(C)C(=O)c1ccncc1	2.7	-5.5	-5.0	4.4	54.9	x	-3.6
17	C=CCN(CC(O)c1cccc([N+](=O)[O-])c1)C(C)CCc1ccccc1 (stereo not given)	0.4	-6.5	x	-8.2	3.7	-1.6	x
18	C[C@@H]1CCCCO[C@H](CN(C)Cc2ccc(C(F)(F)F)cc2)[C@@H](C)CN([C@@H](C)CO)C(=O)c2cc(NC(=O)CCCN(C)C)ccc2O1	-0.8	8.3	x	-2.9	4.2	x	-0.3
19	C=CCNC(=O)/C(C#N)=C/c1ccc(C(=O)O)cc1	3.0	4.6	13.6	-5.9	-0.4	-3.6	-1.5
20	CCCc1nnc(SCC(=O)Nc2ccccc2Cl)n1CC1CCCO1 (stereo not given)	0.5	10.9	-16.2	-0.9	-5.8	-1.6	-3.9
21	c1ccn2c(SCc3cn4ccsc4n3)nnc2c1	x	-16.2	-12.1	x	x	x	33.2
22	COc1ccc(C2CC(=O)C(c3ccc(F)cc3)=CN2Cc2ccccc2)cc1 (stereo not given)	-3.0	1.6	x	2.1	2.9	4.1	x
23	O=C(C[C@H]1CC[C@@H]2[C@H](COC[C@@H](O)CN2Cc2ccc(Oc3ccccc3)cc2)O1)N1CCCCC1	1.2	16.2	71.0*	-2.7	8.3	-2.0	-2.5
24	COC(=O)[C@@H]1C[C@@H]2CC[C@@H](O)C[C@@H]2N1Cc1ccc(C(F)(F)F)cc1	-1.7	4.5	2.7	-1.1	-9.9	-13.9	4.1
25	NC(C(=O)O)C1ON=C(Cl)C1O (stereo not given)	2.8	11.0	x	-5.6	2.7	3.6	x
26	O=C(c1ccccc1)N1CC2(C1)[C@H](c1ccccc1)[C@@H](CO)N2Cc1cccnc1	-1.0	-10.8	x	10.8	-9.5	x	x
27	Cc1cc(C)c2c(=O)[nH]cnc2n1	0.2	-7.7	x	-2.7	2.8	x	x
28	CO[C@H]1CN(C)C(=O)c2ccc(NS(=O)(=O)c3ccc(Cl)cc3)cc2OC[C@@H](C)NC[C@@H]1C	0.9	9.3	-4.0	1.7	6.6	-4.9	-4.4
29	Cc1noc(C)c1NC(=O)Nc1ccc2c(c1)C(=O)N([C@H](C)CO)C[C@@H](C)[C@H](CN(C)C(=O)C1CCCCC1)OCCCC[C@@H](C)O2	2.2	8.0	x	1.8	-6.6	x	10.1
30	CC(=O)C1=C(c2ccccc2)OC(N)=C(C#N)C1c1ccc(O)cc1 (stereo not given)	8.4	-8.2	x	0.7	-1.3	2.4	x
31	S=C1NC(c2ccccc2)N2C(=S)NC(c3ccccc3)N12 (stereo not given)	x	x	1.9	x	x	11.1	34.0
32	Cc1sc(-c2cccnc2)nc1OC(=O)C1CC1	4.5	-21.3	x	-0.5	-2.0	6.0	x
33	CO[C@H]1CN(C)C(=O)c2ccc(NC(=O)C3CC3)cc2OC[C@@H](C)N(Cc2cccnc2)C[C@@H]1C	-3.4	-6.6	8.4	1.7	-1.9	-2.7	5.7
34	COC(=O)c1ccc(Sc2ccc(C)cc2)c(N)c1	9.9	-52.3	12.3	0.1	0.5	x	24.3
35	O=C1c2ccccc2C(=O)N1S(=O)(=O)c1ccccc1	0.6	-6.8	x	-3.0	-24.5	-1.0	x
36	O=C(CCS(=O)(=O)c1ccc(Cl)cc1)Nc1nccs1	0.0	-16.7	-7.6	-2.6	u	4.5	4.4
37	CNc1cncc(-c2ccc(CN3CCOCC3)cc2)n1	14.0	-19.7	1.3	-50.5	-3.0	5.5	22.6
38	CCn1cc(/C=C(\NC(=O)c2ccccc2F)C(=O)N2CCN(C)CC2)c2ccccc21	-0.8	6.1	1.8	-3.4	4.0	-3.4	-7.8
39	CNC[C@@H]1OCCCC[C@@H](C)Oc2ccc(NC(=O)c3ccncc3)cc2C(=O)N([C@H](C)CO)C[C@H]1C	0.5	x	28.4	-0.1	-4.9	x	4.9
40	CC(=O)c1cccc(-c2ccnc3c2CC(C(=O)Nc2ccc(Cl)c(C(F)(F)F)c2)O3)c1 (stereo not given)	-1.0	-3.3	2.6	0.4	-0.6	15.7	7.2

From no. 36 to 39, copied from above:
#	mol	CASP6 VEID inh	LGR2 inh	C2C12 statin	SIRT5 block	S100A4 MyoIIA	FN deposition inh	esBAF inh
36	O=C(CCS(=O)(=O)c1ccc(Cl)cc1)Nc1nccs1	0.0	-16.7	-7.6	-2.6	u	4.5	4.4
37	CNc1cncc(-c2ccc(CN3CCOCC3)cc2)n1	14.0	-19.7	1.3	-50.5	-3.0	5.5	22.6
38	CCn1cc(/C=C(\NC(=O)c2ccccc2F)C(=O)N2CCN(C)CC2)c2ccccc21	-0.8	6.1	1.8	-3.4	4.0	-3.4	-7.8
39	CNC[C@@H]1OCCCC[C@@H](C)Oc2ccc(NC(=O)c3ccncc3)cc2C(=O)N([C@H](C)CO)C[C@H]1C	0.5	x	28.4	-0.1	-4.9	x	4.9

Other structures:
#	mol	CASP6 VEID inh	LGR2 inh	C2C12 statin	SIRT5 block	S100A4 MyoIIA	FN deposition inh	esBAF inh
41	Cc1ccc(-c2nc3cccnc3s2)cc1NS(=O)(=O)c1ccc2c(c1)OCCO2	-2.4	-26.3	5.7	0.9	12.1	1.6	2.5
42	Cc1ccc(S(=O)(=O)N2C[C@H]3C(=O)C[C@@H](c4ccccc4)N(S(=O)(=O)c4ccc(C)cc4)[C@H]3C[C@H]2c2ccccc2Cl)cc1	-3.3	-5.6	-25.5	-0.4	-1.4	-7.9	1.3
43	COc1ccc(CN(C)C[C@@H]2OCCCC[C@@H](C)Oc3ccc(NS(=O)(=O)c4ccc(C)cc4)cc3C(=O)N([C@H](C)CO)C[C@H]2C)cc1	-2.0	7.6	x	6.7	-1.0	x	-1.2
44	CCOC(=O)c1sc(NC(=O)c2sc(C)nc2C)nc1C	-0.7	-7.9	x	1.0	1.2	1.2	x
45	C[C@@H]1CN([C@H](C)CO)S(=O)(=O)c2ccc(-c3cccnc3)cc2O[C@@H]1CN(C)C(=O)c1ccc2c(c1)OCO2	2.3	0.2	-11.4	-3.1	7.7	-3.4	-4.3
46	C[C@H](CO)N1C[C@H](C)[C@@H](CN(C)S(=O)(=O)c2cccs2)Oc2ccc(NC(=O)c3ccncc3)cc2CC1=O	-0.5	-8.5	1.2	-8.6	-0.7	-6.9	-5.2
47	COc1ccccc1CSc1nc2c(c(=O)n(C)c(=O)n2C)n1C	-0.6	-2.7	-15.0	-3.6	-2.3	3.9	-0.4
48	O=C(N[C@@H]1C=C[C@@H](CC(=O)N2CCCCC2)O[C@H]1CO)c1ccccn1	-0.9	8.3	2.8	1.7	4.5	x	1.8
49	COc1ccc(C(CC(=O)N2CCN(c3ccccc3)CC2)c2c(OC)cc(OC)c3ccc(=O)oc23)cc1 (stereo not given)	-0.9	7.1	3.1	x	-5.0	-3.4	-5.2
50	O=C1NCC(COCC2CC=CCC2)O1 (stereo not given)	x	x	1.7	x	x	0.2	-0.4
51	O=C(O)c1ccc(CSc2ncn[nH]2)cc1	-1.3	3.7	-2.9	-3.8	-3.5	x	1.5
52	O=C(NCCc1csc(-c2ccccc2)n1)c1ccccc1F	0.0	-3.8	-25.8	0.9	8.8	1.0	-0.4
53	O=C(CN(C(=O)c1csnn1)c1ccc(F)cc1)NCc1ccc(F)cc1	-5.3	-18.2	x	-1.1	-0.7	-5.8	x
54	O=C(C(=O)N1CCC(CNC(=O)C2COc3ccccc3O2)CC1)c1cc2ccccc2o1 (stereo not given)	2.2	23.2	x	x	-3.3	3.4	x
55	O=C(CC1CCCC1)N1CCCC(Nc2ccc(F)cc2)C1 (stereo not given)	-4.5	9.1	-15.7	1.4	-8.1	x	-4.2
56	Cn1ccc2c(/C=C/c3ccc(F)cc3)cc3c(c21)C1CCC3C1 (stereo not given)	-1.1	-8.2	4.9	-0.5	-11.0	3.5	-4.6

Part of the list above, with one line to a screen.
51. O=C(O)c1ccc(CSc2ncn[nH]2)cc1
53. O=C(CN(C(=O)c1csnn1)c1ccc(F)cc1)NCc1ccc(F)cc1

| Assay by compound | 51 | 53 |
| --- | --- | --- |
| CASP6 VEID inh | -1.3 | -5.3 |
| LGR2 inh | 3.7 | -18.2 |
| C2C12 statin | -2.9 | x |
| SIRT5 block | -3.8 | -1.1 |
| S100A4 MyoIIA | -3.5 | -0.7 |
| FN deposition inh | x | -5.8 |
| esBAF inh | 1.5 | x |

The results go on.
#	mol	CASP6 VEID inh	LGR2 inh	C2C12 statin	SIRT5 block	S100A4 MyoIIA	FN deposition inh	esBAF inh
57	Cc1ccc(NC(=O)COC(=O)c2ccc3c(c2)OCCO3)cc1S(=O)(=O)N1CCOCC1	-1.4	22.6	x	-2.2	-5.6	-2.4	x
58	O=C(CC1S/C(=N/N=C2CCCCCC2)NC1=O)Nc1ccc(Br)cc1F (stereo not given)	2.3	-12.3	-4.2	11.0	-0.9	x	0.8
59	COc1ccc(N(CCN2C(=O)c3ccccc3C2=O)C(=O)c2cccc([N+](=O)[O-])c2)cc1	3.8	5.4	x	0.6	-1.3	-7.6	x
60	Cc1ccc(C(CC(=O)c2ccc(Cl)cc2)C(=O)O)cc1 (stereo not given)	0.7	5.4	14.8	-1.7	-1.9	x	-13.3
